# CASP6 VEID inh = inhibitors of human caspase-6; inhibition, % at 12.5 µM; P55212; 0.53% of 350,000 active; purified caspase-6, Z-VEID-R110 cleavage fluorescence;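 active = mean inhibition across replicates at least about 35%, with every replicate also reaching that limit, limit read from the data; inconclusive = only one of the two criteria met; inactive = neither criterion met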;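 also: 0% = median of neutral control wells and 100% = no fluorescence left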
# Target sequence (P55212 24-179 limits assumed): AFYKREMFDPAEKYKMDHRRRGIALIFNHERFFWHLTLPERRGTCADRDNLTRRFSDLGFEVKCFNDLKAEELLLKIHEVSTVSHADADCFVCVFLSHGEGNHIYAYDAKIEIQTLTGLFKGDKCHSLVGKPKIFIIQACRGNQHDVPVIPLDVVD
# Target sequence (P55212 194-293 limits assumed): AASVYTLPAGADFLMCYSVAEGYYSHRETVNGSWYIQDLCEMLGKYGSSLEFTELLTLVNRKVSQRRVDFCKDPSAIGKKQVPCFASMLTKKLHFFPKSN
# miR-122 sensor = inhibitors of miR-122 in Huh7 cells. Huh7 miR-122 Renilla luciferase sensor, 48 h; neutral wells = 0, positive control = 100. activation (reporter increase), % at 12.5 µM. 0.3% of 340,000 active. AID 602342;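 active = mean replicate activation score at least 90 and every replicate individually at or above 90; inconclusive = only one of the two criteria met; inactive = neither criterion met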;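 also: higher luciferase means less miR-122 activity so hits act as miR-122 inhibitors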
# ERp5 block = ERp5 (human) disulfide isomerase inhibition | 0.05% of 350,000 active | Q15084 | inhibition, % at 9.99 µM | ERp5 insulin aggregation, absorbance 650 nm, 90 min;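 active = mean replicate inhibition above about 25%, with every replicate also reaching it, limit read from the data, passing the limit was not always enough; inconclusive = only one of those two criteria met; inactive = neither criterion met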
# Target sequence (Q15084 whole entry, looked up): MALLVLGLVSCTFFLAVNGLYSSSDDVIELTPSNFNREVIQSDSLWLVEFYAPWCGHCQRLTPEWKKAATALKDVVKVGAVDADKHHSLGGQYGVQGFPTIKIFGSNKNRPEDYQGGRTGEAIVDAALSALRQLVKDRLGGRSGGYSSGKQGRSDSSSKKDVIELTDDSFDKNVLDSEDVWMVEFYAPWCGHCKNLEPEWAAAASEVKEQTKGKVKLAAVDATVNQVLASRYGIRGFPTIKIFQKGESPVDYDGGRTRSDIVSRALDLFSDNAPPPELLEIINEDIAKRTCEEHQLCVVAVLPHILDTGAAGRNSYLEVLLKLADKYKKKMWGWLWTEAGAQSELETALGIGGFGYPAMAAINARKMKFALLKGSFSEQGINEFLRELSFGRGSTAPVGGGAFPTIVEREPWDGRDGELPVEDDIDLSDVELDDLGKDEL
# SIRT5 inh = sirtuin-5 (human) deacylase inhibition; 1.1% of 330,000 active; inhibition, % at 15 µM; Purified SirT5, succinyl-peptide AMC, trypsin-coupled fluorescence; AID 652115; Q9NXA8; in the data active = inhibition above about 15%; inconclusive = no clear call, values can overlap the other calls
# Target sequence (Q9NXA8 whole entry, looked up): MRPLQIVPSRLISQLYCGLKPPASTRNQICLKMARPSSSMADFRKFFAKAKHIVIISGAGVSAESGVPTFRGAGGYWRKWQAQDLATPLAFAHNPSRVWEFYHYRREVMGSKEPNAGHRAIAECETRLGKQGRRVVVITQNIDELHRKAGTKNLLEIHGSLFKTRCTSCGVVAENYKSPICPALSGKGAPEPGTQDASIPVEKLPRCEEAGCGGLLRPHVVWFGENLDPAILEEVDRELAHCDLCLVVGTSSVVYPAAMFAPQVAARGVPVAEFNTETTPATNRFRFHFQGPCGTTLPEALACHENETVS
# F508del corr = correctors of CFTR F508del function in bronchial epithelial cells | CFBE cells, YFP halide quenching; stimulated with forskolin plus potentiator P3; % fluorescence drop versus neutral controls | activity (quench increase), % at 7.58 µM | 0.36% of 350,000 active | AID 720511;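 active = mean added fluorescence quench of at least 8% versus neutral control, with both replicates also reaching 8%; inconclusive = only one of the mean or replicate conditions met; inactive = mean below 8% and not both replicates reaching 8%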;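 also: cells transiently co-express mutant CFTR-F508del with the halide-sensitive YFP; corrector assay measuring rescue of mutant channel to the surface after 24 h compound exposure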
# ERAP1 HTS inh = blocks human ERAP1 aminopeptidase activity | Q9NZ08 | recombinant ERAP1, Leu-AMC fluorescence, 60 min | inhibition, % at 10.7 µM | 0.15% of 340,000 active | AID 652197;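 active = mean replicate inhibition of at least 30%, or all replicates individually reaching that 30% level; inactive = mean below 30% and not every replicate reaching it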;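 also: 0% = neutral control wells and 100% = L-leucinethiol positive control wells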
# DENV2 CPE = DENV2-induced cell death inhibition; DENV2-infected cells, cytopathic effect rescue, plate reader; CPE inhibition, % at 9.99 µM; 1.7% of 350,000 active; in the data active = CPE inhibition above about 20%, passing the limit was not always enough; inconclusive = no clear call, values can overlap the other calls; tested in BHK-21 cells;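 also: 0% = median of neutral control wells and 100% = median of positive control wells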
# * = called active by the depositor; ? = inconclusive; nt = no result given; & = joins results of further samples; [ ] = remark or other dose.
SMILES,CASP6 VEID inh,miR-122 sensor,ERp5 block,SIRT5 inh,F508del corr,ERAP1 HTS inh,DENV2 CPE
CCCCn1c(N)c(N(CCC(C)C)C(=O)c2sc3nc4n(c(=O)c3c2C)CCC4)c(=O)[nH]c1=O,0,nt,1,7,0.3,1,-8
C/C(=N\NC(=O)c1ccc(O)cc1)c1ccc2c(c1)Nc1ccccc1S2,1,-1,-2,-5,-3.2,0,5
COc1ccc(NC(=O)N(C)C[C@H]2Oc3ccc(NC(=O)NC4CCCCC4)cc3C(=O)N([C@H](C)CO)C[C@@H]2C)cc1,0&-2,-2[16.7 µM],5&-2,2&-1,1.1&-1.9,2&0,5&11
Cc1ccc2c(c1)NC(=O)C(CC(=O)NCc1cccnc1)O2 (configuration not stated),1,nt,6,nt,-0.8,nt,-5
O=S1(=O)N[C@H](Cc2ccccc2)COc2cccc(N3CCN(Cc4ccccc4F)CC3)c21,-2,nt,4,1,0.1,nt,?
Cc1c(OC(C)C(=O)NCC2CCC(C(=O)O)CC2)ccc2c1oc(=O)c1ccccc12 (configuration not stated),-3,-2,8,-22,-4.3,2,-11
Cc1ccc(-c2nnc(NC(=O)CCS(=O)(=O)c3ccccc3)o2)c(C)c1,2,nt,2,-3,1.1,2,-6
CC(=O)Nc1ccc2c(c1)CCCC2,-2,nt,-3,-3,3.6,0,-2
CCCOc1cc(N)ccc1C(=O)OCCN(CC)CC,-16,-12,?,-5,-1.7,-5,-8
O=C1c2ccccc2C(=O)N1/N=C/c1ccc(Oc2ccc([N+](=O)[O-])cn2)cc1,2,-5,-2,-4,-2.9,-4,-3
Cc1cc(C)c(NC(=S)N2CCCC2C(=O)O)c(C)c1 (configuration not stated),1,5,0,2,-1.6,-1,-8
O=C(C[C@@H]1CC[C@H]2[C@@H](COC[C@@H](O)CN2S(=O)(=O)c2ccccc2F)O1)NCc1ccccc1Cl,1,-3[16.7 µM],10,6,-1.0,0,10
O=C(CSc1ccc(-c2cccc([N+](=O)[O-])c2)nn1)N1CCCC1,-3,nt,-2,-5,-3.8,1,2
CC1CCCC(NC(=O)COC(=O)CCC(=O)c2ccc(F)cc2)C1C (configuration not stated),-2,-4,0,nt,1.8,3,8
COC(=O)Cn1c(C(=O)N2CCCC2)cc2c1C[C@H]1CN(C(=O)c3ccccc3)[C@@](Cc3ccc(F)cc3)(C(=O)OC)[C@@H]21,7,1,6,nt,0.0,6,-2
C[C@H](CO)N1C[C@H](C)[C@@H](CN(C)S(=O)(=O)c2ccc(Cl)cc2)OCCCC[C@H](C)Oc2ccc(NS(=O)(=O)c3ccc(F)cc3)cc2C1=O,-1,9[16.7 µM],-2,-2,1.4,4,-6
C[C@H]1CCCCO[C@@H](CN(C)C(=O)Nc2ccc(F)cc2)[C@@H](C)CN([C@@H](C)CO)C(=O)c2cc(NC(=O)Cc3ccccc3)ccc2O1,5,-7[16.7 µM],-4,6,-1.3,0,-8
Cc1nn(CC#N)c(=O)n1-c1ccc(Cl)cc1,-2,nt,6,-1,0.0,-2,7
CCOC(=O)CN(C)C(=O)CCc1nnc(-c2ccc(-c3ccccc3)cc2)o1,-2,4,0,-5,-0.9,0,0
CO[C@H]1CN(C)C(=O)c2cc(NC(=O)c3ccccc3F)ccc2OC[C@@H](C)N(C(C)=O)C[C@@H]1C,1,nt,-2,2,3.1,-8,70*
CCOC(=O)Cc1nnc(NC(=O)CSc2nc3ccccc3[nH]2)s1,-1,nt,4,nt,-1.3,-2,nt
CC(=O)Nc1ccc(C(=O)NCCCOC(C)C)cc1,-4,-5,5,-5,-0.8,1,6
CC(C)N(CCNC(=O)COc1ccc2oc3c(c2c1)CCCC3)C(C)C,-1,1,2,0,-0.3,1,nt
COCC(=O)Nc1ccc2c(c1)OC[C@@H](C)NC[C@H](C)[C@@H](OC)CN(C)C2=O,-20,1[16.7 µM],-3,-3,nt,0,9
COc1ccccc1-n1c(CNC(=O)c2cccc([N+](=O)[O-])c2C)n[nH]c1=S,0,-5,4,1,-0.3,4,1
O=C(NCc1nnc(SCC(=O)N2CCOCC2)o1)c1c(F)cccc1F,-3,-2,-5,-2,-2.1,-1,4
O=C(COc1ccccc1Cl)Nc1ccccc1C(=O)Nc1cccc(C(=O)O)c1,2,5,3,1,0.5,-57,4
Cc1cc(C)nc(OC(=O)c2ccc(Cl)cc2Cl)n1,-4,nt,9,0,1.2,0,-1
CCC(=O)N(C)C[C@@H]1Oc2cc(/C=C/c3ccccc3)ccc2S(=O)(=O)N([C@H](C)CO)C[C@@H]1C,4,13[16.7 µM],-3,8,-4.3,2,-9
COc1ccc(OC)c(/C=C(\C)C(=O)c2c(C)cc(C)[nH]c2=O)c1,0,-5,nt,-2,0.6,1,-4
COc1cc(C(=O)Nc2scc(-c3ccccc3)c2C(=O)O)cc(OC)c1OC,8,-2,5,-2,-1.2,4,5
COCC(=O)N(C)C[C@H]1Oc2ncc(-c3cccc(OC)c3)cc2C(=O)N([C@H](C)CO)C[C@@H]1C,0,2[16.7 µM],1,nt,1.6,7,5
O=C(C[C@@H]1CC[C@@H](NC(=O)Nc2cc(F)ccc2F)[C@@H](CO)O1)NCc1ccccn1,4,-1[16.7 µM],-4,0,-2.2,-2,-7
N#C[C@@H]1[C@H](c2ccccc2)[C@H](CO)N1C(=O)Nc1cccc(F)c1,-1,nt,-3,-1,0.0,3,0
COCCn1c(SCC(=O)NCC2CCCO2)nc2c(c1=O)SCC2 (configuration not stated),0,9,8,0,-1.1,2,-3
CN(C)S(=O)(=O)c1cccc(CNCC2COc3ccccc3O2)c1 (configuration not stated),-7,-10,2,0,-4.4,6,5
C=C1CC2C(=O)N(Cc3cc(OC)ccc3OC)C(C(=O)OCC)(C(=O)OCC)C1N2C(=O)OC(C)(C)C (configuration not stated),0,nt,0,nt,-0.8,nt,6
O=S(=O)(Nc1ccc(Cl)cc1)c1ccc(N2CCOCC2)c(NC(=S)NC2CC2)c1,2,-3,5,-1,2.0,0,0
C[C@H](CO)N1C[C@H](C)[C@@H](CN(C)S(=O)(=O)c2cn(C)cn2)Oc2ccc(N(C)C)cc2CC1=O,-1,0[16.7 µM],6,2,1.5,-2,0
COc1ccc(C(=O)NNC(=O)c2ccc3ccccc3n2)cc1,11,-9,-2,0,0.4,-2,-1

# A second format for some results above:
Compound	CASP6 VEID inh	miR-122 sensor	ERp5 block	SIRT5 inh	F508del corr	ERAP1 HTS inh	DENV2 CPE
CC(=O)Nc1ccc(C(=O)NCCCOC(C)C)cc1	-4	-5	5	-5	-0.8	1	6
CC(C)N(CCNC(=O)COc1ccc2oc3c(c2c1)CCCC3)C(C)C	-1	1	2	0	-0.3	1	nt
COCC(=O)Nc1ccc2c(c1)OC[C@@H](C)NC[C@H](C)[C@@H](OC)CN(C)C2=O	-20	1[16.7 µM]	-3	-3	nt	0	9
COc1ccccc1-n1c(CNC(=O)c2cccc([N+](=O)[O-])c2C)n[nH]c1=S	0	-5	4	1	-0.3	4	1

# Additional compounds follow.
SMILES,CASP6 VEID inh,miR-122 sensor,ERp5 block,SIRT5 inh,F508del corr,ERAP1 HTS inh,DENV2 CPE
CC(=O)c1ccc(N2C(=NC(=O)CCC3CCCC3)SC3CS(=O)(=O)CC32)cc1 (configuration not stated),0,7,3,-2,2.5,3,-1
Cc1ccc(OCC(=O)OCC(=O)NC2CCCCCC2)cc1C,0,0,-1,3,-2.0,-1,-3
CNc1nnc(SCC(=O)c2cc(C)n(C3CC3)c2C)s1,1,-5,2,1,-1.7,0,-1
Cc1ccc(Cl)cc1N1CCN(C(=O)CN(c2ccccc2)S(=O)(=O)N(C)C)CC1,26,nt,-3,-1,-0.3,0,?
C[C@H](CO)N1C[C@H](C)[C@H](CN(C)C(=O)Nc2ccc(C(F)(F)F)cc2)OCCCC[C@H](C)Oc2ccc(NC(=O)c3ccncc3)cc2C1=O,3,24[16.7 µM],-4,3,-0.5,1,-4
CCOc1ccc(C2/C(=C(/O)c3ccc4c(c3)CC(C)O4)C(=O)C(=O)N2CCCn2ccnc2)cc1OCC (configuration not stated),-32,-4,6,0,-1.2,-2,1
CN(C(=O)c1ccc(NC(=O)Cc2ccc(NC(=O)C3CCCN(C(=O)C4CCCC4)C3)cc2)cc1)C1CCCC1 (configuration not stated),0,-1,0,-2,0.2,-4,-11
COc1ccc(OC)c(C(=O)NC(CC(N)=O)c2ccc(N3CCN(c4ccccn4)CC3)c([N+](=O)[O-])c2)c1 (configuration not stated),5,nt,-8,-2,2.3,2,nt
CC1CCN(C(=O)c2ccc(NS(=O)(=O)c3ccc4[nH]c(=O)[nH]c4c3)cc2)CC1,0,nt,-4,4,0.2,1,6
CCOC(=O)c1[nH]c(C)c(C(=O)NCc2ccco2)c1C,3,-2,0,3,-1.1,3,1
CCCN(C)C[C@H]1Oc2cc(-c3ccc(OC)cc3)ccc2S(=O)(=O)N([C@@H](C)CO)C[C@H]1C,-4,21[16.7 µM],1,0,1.8,-2,10
CC1CCN(c2c(NCc3ccc(C(=O)N4CCN(C5CCCCC5)CC4)cc3)c(=O)c2=O)CC1,-1,-1,-5,-3,-0.6,7,-2
Cc1nnc(SCC(=O)NNC(=O)C(C)C)[nH]c1=O,0,-10,-1,2,nt,-1,0
Cc1ccc(N=C2NC(=O)CS2)cc1C,0,2,0,-1,-4.2,2,-8
COc1ccc(S(=O)(=O)NCCOc2ccccc2)cc1-n1cnnn1,1,4,1,6,0.6,1,-6
O=C(c1ccccc1)C(Nc1ccccn1)c1ccccc1 (configuration not stated),0,nt,0,0,-6.1,0,-10
C[C@@H]1CN([C@@H](C)CO)C(=O)c2cccc(NC(=O)c3ccc(-c4nccs4)cc3)c2O[C@H]1CN(C)S(=O)(=O)c1ccc(Cl)cc1,3,0[16.7 µM],-3,3,-0.8,-12,17
Cc1ccc(S(=O)(=O)Nc2cccc(C(=O)NCC(c3ccco3)N(C)C)c2)cc1F (configuration not stated),-29,2,1,0,-2.0,0,6
CCOC(=O)Cc1csc(NC(=O)/C=C/c2ccccc2Cl)n1,2,0,-17,nt,-1.3,-1,-4
CCC(=O)N1CCc2cc(S(=O)(=O)CCC(=O)N3CCN(c4ccc(F)cc4)CC3)ccc21,-1,nt,7,0,3.1,0,-4
Cc1ccc2cc(CCNS(=O)(=O)c3ccc(F)cc3)c(=O)[nH]c2c1C,0,1,-3,11,-4.0,-3,-3
COc1cccc(C(=O)NN2CC(O)=C(c3nc(C)cs3)C2=N)c1,0,nt,5,2,-0.1,-2,10
O=C(Nc1ccc2c(c1)OCO2)N[C@@H]1CC[C@H](CCNC(=O)C2CCCCC2)O[C@H]1CO,-1,nt,-6,3,-0.3,0,0
CCCCCCCCCCCCCCCC(=O)OC/C=C(C)/C=C/C=C(C)/C=C/C1=C(C)CCCC1(C)C,8,-3,9,nt,2.6,nt,-27
O=C(O)/C=C/C(=O)N(CC1CCCO1)C1CC(=O)N(c2c(Cl)cccc2Cl)C1=O (configuration not stated),2,nt,-1,-1,0.5,-2,0
CCCNC(=O)N1[C@H](C#N)[C@@H](c2ccc(-c3cccnc3)cc2)[C@H]1CO,-1,nt,2,-1,3.4,6,-11
CC(=O)N1CCc2cc(S(=O)(=O)N3CCc4ccccc43)ccc21,-1,6,-1,1,3.2,1,10
Cc1ccc(C(NC(=O)N2CCCCC2)=C(Cl)Cl)cc1F,1,nt,2,-5,0.2,16,nt
O=C(NCc1ccco1)c1cccc(Nc2nc3ccc(Br)cc3[nH]2)c1,-12,1,-2,-1,0.3,-1,-7
CC(C)C#Cc1ccc([C@@H]2[C@@H](C#N)N(C(=O)C3CCC3)[C@@H]2CO)cc1,-3,nt,1,0,-1.5,-2,-10
COc1ccc(S(=O)(=O)Nc2ccc3c(c2)CC(=O)N([C@@H](C)CO)C[C@H](C)[C@@H](CN(C)S(=O)(=O)c2ccc(Cl)cc2)O3)cc1,0,5[16.7 µM],0,3,0.4,0,-5
COc1ccc(C2C(=O)N(C3CCCCC3)CC(=O)N2Cc2ccc3c(c2)OCO3)cc1 (configuration not stated),3,7,4,-3,-0.1,-2,-3
